# tim23-1 inh: growth inhibitors of tim23-1 mutant yeast. S. cerevisiae tim23-1 growth, BacTiter-Glo luminescence, 24 h. inhibition, % at 20 µM. actives 1.3% (n = 330,000). AID 463212;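 active = growth inhibition of the mutant yeast at or above 50%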;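 also: temperature-sensitive mutant grown at 25 °C; plate controls were DMSO-treated mutant yeast for no effect and medium wells lacking yeast for full effect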
# NALP3 yeast inh: NALP3 inhibition in yeast; Yeast reconstituted NLRP3/ASC/caspase-1, beta-gal luminescence, 24 h; inhibition, % at 10 µM; actives 0.39% (n = 330,000);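 active = inhibition of 50% or more; inactive = inhibition below 50%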;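 also: plate controls were induced DMSO wells for no effect and uninduced yeast grown without galactose for full effect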
# XBP1 UPR activ: adaptive UPR (XBP1) activation; CHO-XBP1 luciferase reporter, IRE1-XBP1 UPR activation, luminescence; percent of tunicamycin response, DMSO as zero; activation, % at 20 µM; actives 0.33% (n = 330,000); AID 463104;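 active = versus positive control, 20 µM dose yields 30% or more activation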;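 also: 100% = tunicamycin at 10 µg/mL and 0% = DMSO only wells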
#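 Material: CHO-XBP1 cells stably carrying IRE1-XBP1-driven luciferase reporter / Amount: 1000 cells per well / Compound: 20 µM, 1% DMSO / Times: 6 h treatment, 37 °C / Detection: luciferase luminescence / Measure: % activation of reporter signal versus tunicamycin and DMSO controls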
# Mdm2-MdmX inh: disrupts the human Mdm2-MdmX interaction | O15151+Q00987 | actives 3% (n = 330,000) | inhibition, % at 8 µM | SaOS-2 split-luciferase Mdm2/MdmX complementation, luminescence;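 active = inhibition of at least 50% at 8 µM in the primary screen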
# tim10-1 inh: growth inhibitors of tim10-1 mutant yeast; inhibition, % at 20 µM; actives 2.2% (n = 330,000); AID 463190; S. cerevisiae tim10-1 ts strain growth, BacTiter-Glo, 24 h;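 active = inhibition of at least 40%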;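 also: mutant grown at 25 °C; 0% = DMSO wells with yeast and 100% = wells holding no yeast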
# GRIN3A LBD mod: modulates the human NR3A ligand-binding domain. Tm shift relative to glycine control, % at 25 µM. actives 2.5% (n = 340,000). AID 1259313. NR3A LBD differential scanning fluorimetry, Tm shift; 0% = protein alone, 100% = glycine-bound protein;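 active = melting temperature shift of at least 10% of the positive control shift, at one fixed dose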
# TIM10 inh: inhibits growth of TIM10 yeast strain; S. cerevisiae TIM10 strain growth, BacTiter-Glo luminescence, 24 h; inhibition, % at 10 µM; actives 1.4% (n = 330,000);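 active = inhibition of 40% or more at the single tested concentration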;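 also: wild-type TIM10 isogenic control strain grown at permissive 25 °C; 0% = DMSO yeast wells and 100% = minimal medium wells without yeast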
# UPR CHOP act: activators of apoptotic arm of unfolded protein response (CHOP); CHO-CHOP luciferase reporter, UPR activation, luminescence; percent of tunicamycin response over DMSO baseline; activation, % at 10 µM; actives 0.34% (n = 330,000); AID 449763;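 active = at 10 µM dose, activation of 40% or more, normalized to positive control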;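 also: 100% = tunicamycin at 10 µg/mL and 0% = DMSO alone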
#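 Evaluation: % reporter activation, DMSO baseline versus tunicamycin full activation; System: CHO-CHOP luciferase reporter cell line; Input: 500 cells/well; Incubation: 6 h compound treatment, 37 °C; Measured by: Steady-Glo luciferase luminescence; Dosing: one dose, 10 µM in 0.5% DMSO; Buffer or medium: F12 medium, 10% FBS; Benchmarks: positive tunicamycin 10 µg/mL, negative DMSO alone.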
# APJ agonist: APJ receptor agonism; CHO-K1 APJ PathHunter beta-arrestin, luminescence; 0% DMSO wells, 100% apelin; AID 2520; actives 0.11% (n = 330,000); activation, % at 20 µM;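 active = activation more than six SD over the plate average, tested at 20 µM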;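 also: 0% = DMSO alone and 100% = apelin-13 at 10 nM; some results filed as inactive read as strong as hits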
# Target sequence (P35414 whole entry, looked up): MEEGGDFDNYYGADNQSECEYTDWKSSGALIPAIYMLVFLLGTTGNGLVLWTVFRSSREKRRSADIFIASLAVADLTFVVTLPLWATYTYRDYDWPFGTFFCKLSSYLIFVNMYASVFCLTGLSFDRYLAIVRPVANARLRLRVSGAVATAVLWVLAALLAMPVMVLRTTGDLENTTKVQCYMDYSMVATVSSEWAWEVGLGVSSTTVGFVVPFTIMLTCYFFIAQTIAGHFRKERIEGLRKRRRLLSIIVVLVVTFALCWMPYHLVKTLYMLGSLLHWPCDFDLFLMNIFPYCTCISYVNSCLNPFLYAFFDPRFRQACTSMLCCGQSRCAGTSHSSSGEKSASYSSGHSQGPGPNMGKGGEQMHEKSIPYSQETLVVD
#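 system = engineered CHO-K1 APJ arrestin reporter cells | input = 1000 cells per well | timing = overnight seeding, 90 min compound at 25 °C, 1 h detection | measured by = enzyme-fragment complementation luminescence | read-out = beta-arrestin recruitment to APJ as agonist activity, luminescent signal | control set = negative DMSO alone, positive Apelin-13 at 10 nM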
# Starred values were filed as active, the others as inactive; . = no result given.
SMILES,tim23-1 inh,NALP3 yeast inh,XBP1 UPR activ,Mdm2-MdmX inh,tim10-1 inh,GRIN3A LBD mod,TIM10 inh,UPR CHOP act,APJ agonist
O=C(Nc1ccc(N2CCCC2)cc1)c1ccc(Br)o1,1,19,0,-11,-7,1,-11,-1.3,12
O=C(Oc1ccc(Cl)cc1)c1ccc2nccnc2c1,37,19,2,-2,18,1,7,4.1,2
O=C(CSc1ccc(-c2ccco2)nn1)NCc1ccc(F)cc1,22,15,1,0,21,-5,11,0.5,1
COc1ccc2c(c1OC)C(=O)OC2,13,5,-2,19,5,-2,-8,0.3,-3
CCc1c(C(=O)Nc2ccccc2C(N)=O)csc1C,27,19,2,-3,-10,2,19,1.4,-1
O=C(N/N=C\c1ccc(F)cc1)c1ccc(F)cc1,-5,5,5,-25,-2,1,6,5.2,-4
CC(C)(C)OC(=O)N1CCCC1C(=O)NC(Cc1ccccc1)C(=O)O (centres undefined),4,-16,3,-11,6,0,-5,-1.4,-8
CCn1cc(/C=N\NC(=O)c2c[nH]c3ccccc23)c(C)n1,8,0,-1,-3,-2,7,14,2.5,2
COc1cc(CNS(=O)(=O)c2ccc3c(c2)CC(C)N3C(=O)C2CCC2)cc(OC)c1OC (centres undefined),-2,18,-7,29,4,1,5,1.8,-1
Cc1ccc(C)c(C(=O)CSc2nnc(C)s2)c1,23,34,-2,-22,-2,-1,11,-0.4,-3
CC(=O)Nc1nc(C)c(CCC2OCCO2)c(=O)[nH]1,13,1,-4,6,12,12*,15,-0.7,-2
CC1CCCCN1CC(=O)Nc1ccccc1Sc1ccccc1 (centres undefined),0,20,-2,9,4,-2,-22,-0.8,-2
Cc1ccc(NC(=O)C[n+]2ccn(C3=C([O-])c4ccccc4C3=O)c2)cc1,11,2,-3,-13,6,-2,8,0.7,-2
CCOP(=O)(OCC)/C(C#N)=C/c1ccc(-c2ccc(F)cc2F)o1,34,-3,2,24,47*,13*,9,0.7,-1
COc1ccc(/C=C(/NC(=O)c2ccccc2)C(=O)N2CCCCC2)cc1,16,11,-4,-2,18,5,2,1.5,1
CCCn1c(N)c(C(=O)CSc2nnc(C3CC3)n2Cc2ccccc2)c(=O)[nH]c1=O,-4,19,-2,-10,9,-4,7,0.4,0
COc1nccc(C(F)(F)F)c1C(=O)NC(=O)Nc1c(C)cccc1C,13,-27,-3,17,7,0,40*,-1.1,-4
Cc1ccc(C(=O)Nc2nc3nc(-c4ccccc4)cc(=O)n3[nH]2)cc1,0,4,3,25,2,1,7,-3.0,-1
COc1cc(C2SCC(=O)N2c2nnc(C34CC5CC(CC(C5)C3)C4)s2)cc(OC)c1OC (centres undefined),23,-1,-3,13,19,-3,15,-0.8,4
Cc1ccc(S(=O)(=O)N[C@@H](CC(C)C)C(=O)N2CCC(C(=O)N[C@@H](Cc3ccccc3)C(=O)O)CC2)cc1,13,4,-2,1,0,-7,5,-0.4,-3

# Part of the list above with just APJ agonist and UPR CHOP act:
mol	APJ agonist	UPR CHOP act
O=C(N/N=C\c1ccc(F)cc1)c1ccc(F)cc1	-4	5.2
CC(C)(C)OC(=O)N1CCCC1C(=O)NC(Cc1ccccc1)C(=O)O (centres undefined)	-8	-1.4
CCn1cc(/C=N\NC(=O)c2c[nH]c3ccccc23)c(C)n1	2	2.5

# At a glance, part of the list above.
SMILES,tim23-1 inh,NALP3 yeast inh,XBP1 UPR activ,Mdm2-MdmX inh,tim10-1 inh,GRIN3A LBD mod,TIM10 inh,UPR CHOP act,APJ agonist
Cc1ccc(C(=O)Nc2nc3nc(-c4ccccc4)cc(=O)n3[nH]2)cc1,0,4,3,25,2,1,7,-3.0,-1
COc1cc(C2SCC(=O)N2c2nnc(C34CC5CC(CC(C5)C3)C4)s2)cc(OC)c1OC (centres undefined),23,-1,-3,13,19,-3,15,-0.8,4
Cc1ccc(S(=O)(=O)N[C@@H](CC(C)C)C(=O)N2CCC(C(=O)N[C@@H](Cc3ccccc3)C(=O)O)CC2)cc1,13,4,-2,1,0,-7,5,-0.4,-3

# Remaining list, next part
SMILES,tim23-1 inh,NALP3 yeast inh,XBP1 UPR activ,Mdm2-MdmX inh,tim10-1 inh,GRIN3A LBD mod,TIM10 inh,UPR CHOP act,APJ agonist
CCCSc1nc2c(cnn2-c2ccc(F)cc2)c(=O)[nH]1,11,17,5,18,11,0,20,-0.5,-3
NC(=O)c1nsc(C(=O)N(c2cccc(F)c2)C(C(=O)NCC2CCCO2)c2c[nH]c3ccccc23)c1N (centres undefined),7,20,0,19,1,-31,-3,2.8,-2
COc1ccc2c(c1)C(C)CC(C)(C)N2C(=O)NC1CCCCC1 (centres undefined),14,8,1,18,28,-5,0,0.6,-2
COc1ccc(NC(=O)CC2C(=O)NCCN2C(=O)c2ccccc2)cc1 (centres undefined),-9,-2,0,4,-2,0,10,2.5,-3
CCOC(=O)C1CCCN(C(=O)c2ccc(CNS(=O)(=O)c3ccc(C)cc3)cc2)C1 (centres undefined),15,10,-6,17,5,1,-11,-0.6,-1
COc1cccc(-c2cc(C(=O)O)no2)c1,17,5,-4,-6,13,2,15,1.3,-5
CC(c1n[nH]c(=S)n1Cc1ccccc1)N(C)C (centres undefined),2,11,1,14,32,1,-5,0.1,2
COc1ccc(-n2c(SC)nnc2-c2c[nH]c3ccccc23)cc1,1,7,-1,35,-6,-2,-10,0.5,-3
COc1cc(NC(=S)NNC(=O)C(C)(C)O)cc(OC)c1,-1,9,6,8,9,-4,-5,-1.1,-5
Cc1nc2sccn2c(=O)c1S(=O)(=O)NCc1ccccc1Cl,2,15,-2,0,-6,1,0,-1.5,-1
CC(C(=O)NC1CCCC1)N(C(=O)CS(=O)CC(=O)Nc1ccc(F)cc1)c1ccc2c(c1)OCCO2 (centres undefined),8,17,-2,-7,-25,.,9,-1.8,0
N#Cc1c(NC(=O)Cn2cnc3ccccc3c2=O)oc(-c2ccccc2)c1-c1ccccc1,14,-7,0,-16,10,3,15,-2.4,-2
CCOc1cc(N2CCOCC2)c(OCC)cc1NC(=O)CN1CCN(Cc2ccc3c(c2)OCO3)CC1,24,12,-3,8,14,-1,9,-0.9,-3
CC(c1ccccc1)N(C)CC(=O)NC(=O)NCCC1=CCCCC1 (centres undefined),27,25,-1,-8,31,1,6,0.0,-2
CC1(C)SC(=S)N(c2ccccc2)C1/[N+]([O-])=C/c1cccc([N+](=O)[O-])c1 (centres undefined),2,6,-3,-8,-1,0,5,1.3,-1
Cc1cc(OCCN2CCN(S(=O)(=O)c3ccccc3F)CC2)ccc1C(C)C,26,19,-2,-18,43*,-3,20,-2.7,-3
COc1ccc(C(=O)Nn2c(SCC(=O)c3ccc(Cl)cc3)nc3ccccc3c2=O)cc1,-15,30,-3,26,-2,-2,-17,-0.6,-4
COc1ccc2c(c1OC)C(=O)N1c3ccccc3C(=O)N(c3ccccc3)C21 (centres undefined),15,10,-1,65*,28,0,-12,1.8,0
COc1cccc(CNC(=O)CCC2CCCN(C(=O)c3cc4ccccc4o3)C2)c1 (centres undefined),16,-1,0,-42,14,-1,18,2.9,-5
CC(=O)n1cc(C2C(=O)CC(C)(C)CC2=O)c2ccccc21,2,0,0,5,6,-3,-3,-2.8,-5
Cc1ccccc1-c1nc(CS(=O)CC(=O)NCc2ccccc2)c(C)o1 (centres undefined),28,14,0,-17,32,-2,12,-1.7,1
Cc1cc(N)n(-c2ccc(S(N)(=O)=O)cc2[N+](=O)[O-])n1,-3,17,-2,7,-2,0,-12,0.5,-3
O=C(Nc1ccc([N+](=O)[O-])cc1)c1cncc(Br)c1,8,26,3,25,15,-3,4,2.0,2
COc1ccc(N2CCN(C3CCCN(C(=O)c4cccc(C)n4)C3)CC2)cc1 (centres undefined),8,19,-5,13,3,0,-8,-1.6,-4
Cc1onc(-c2c(F)cccc2Cl)c1C(=O)NCc1ccc(S(N)(=O)=O)cc1,21,4,0,-10,14,0,4,0.8,3
O=C(CCN1C(=O)C2C3CCC(C3)C2C1=O)Nc1ccc(Cl)cc1Cl (centres undefined),-7,7,-3,24,-1,0,-30,0.2,-5
O=C(c1cc2ccccc2c(=O)o1)N1CCCc2ccccc21,15,15,-7,-11,-3,4,10,2.6,-3
COc1ccccc1NC(=O)c1cc2ccccc2o/c1=N\O,33,44,2,30,27,-7,29,3.0,1
COc1cccc(-c2nc(CS(=O)(=O)c3ccccc3)no2)c1,25,9,-1,-69,10,-9,-5,5.3,-3
COc1cccc(CNC(=O)c2ccc(Cl)c(NC3=NC4CS(=O)(=O)CC4S3)c2)c1 (centres undefined),13,-1,3,7,18,0,3,1.9,-2
O=C(Nc1nccs1)c1ccc(Cl)nc1,3,27,3,3,3,0,3,-1.0,0
CSc1ccccc1C(=O)NC1CC2CCC1C2 (centres undefined),-9,7,2,-5,-5,0,-20,-1.8,-2
COc1cc(/C=N/N2CCN(c3ccccc3)CC2)cc(OC)c1OC(C)=O,19,13,-2,11,23,-4,4,0.5,-1
O=C(Cc1ccc([N+](=O)[O-])cc1)N1CCN=C1SCc1ccccc1,-28,2,-3,2,-2,-1,-17,-3.0,-1
CCC(C)c1ccc(NC(=O)CC(C)=O)cc1 (centres undefined),19,6,-2,6,42*,0,6,-1.3,0
CCCOc1ccc(C(=O)CCNc2ccc(C)c(Cl)c2)cc1,-3,4,-4,-13,1,-5,-16,-1.0,-2
COc1cc(/C=N/NC(=O)c2nc(-c3ccccc3)n(-c3ccccc3)n2)ccc1O,31,-7,0,-3,21,-2,24,3.6,-1
Cc1ccc(C(=O)N(CN2CCCC2=O)c2ccccc2)cc1,5,-1,-1,-19,10,2,6,0.8,0
COc1ccccc1N1C(=O)CC(Nc2ccc(N3CCOCC3)cc2)C1=O (centres undefined),12,13,0,-3,30,-14,-9,-0.1,2
C[N+]1(CC(=O)NNc2c3ccccc3nc3ccccc23)CCOCC1,18,16,0,4,22,.,1,-0.6,-2
COc1ccc(Cc2nnc(NC(=O)Nc3ccc(C)cc3)s2)cc1OC,2,4,4,29,-10,7,7,5.5,-1
CCC1(c2ccc(F)cc2)NC(=O)N(CC(=O)N2c3ccccc3NC(=O)CC2C)C1=O (centres undefined),8,1,0,-10,-6,0,6,-0.5,-2
C=CCOc1c(Br)cc(CNn2c(C)n[nH]c2=S)cc1OCC,17,21,-6,14,17,2,7,-1.4,-1
CCOC(=O)c1[nH]c(C)c(C(=O)NC2CCN(C(=O)OCC)CC2)c1C,-9,9,-5,10,-3,-2,9,5.1,-3
Cc1ccc(C2CC(C(F)(F)F)n3nc(C(=O)NCC4CCCO4)cc3N2)cc1 (centres undefined),26,-2,-3,16,37,.,14,-0.8,5
Cn1c(=O)c2c(nc(CN3CCN(Cc4ccccc4)CC3)n2Cc2ccc(F)cc2)n(C)c1=O,7,11,0,-13,11,-1,-1,3.6,3
Cc1ccc(CSc2nnc(CCNC(=O)OC(C)(C)C)o2)cc1,17,29,2,11,16,-3,-8,2.6,-3
Clc1ccc(SCCOCCN2CCOCC2)cc1,3,10,-1,-51,-52,-2,-39,0.9,7

# Screening data deposited in PubChem by Sanford-Burnham Center for Chemical Genomics.
